Assay outcomes from PubChem BioAssay.
Bcl-B Bim block – inhibitors of Bim-Bcl-B binding, primary screen, biochemical, multiplexed, human Bcl-2 family; Bcl-2-like protein 10 (Homo sapiens), Q9HD36; bead-based flow cytometry, Bim peptide-Bcl-B binding; inhibition, % at 10 µM; 190,000 compounds, 0.073% hits;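 further: 0% = tracer peptide without compound and 100% = reference inhibitor peptide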
Target sequence (Q9HD36 whole entry, looked up): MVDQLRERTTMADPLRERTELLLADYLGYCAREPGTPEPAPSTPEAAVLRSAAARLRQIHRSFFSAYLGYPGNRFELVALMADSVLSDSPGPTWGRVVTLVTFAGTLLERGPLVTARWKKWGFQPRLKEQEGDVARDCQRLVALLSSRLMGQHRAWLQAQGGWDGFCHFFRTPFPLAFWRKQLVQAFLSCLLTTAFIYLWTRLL
Bim-Bcl-W – inhibitors of Bim binding to Bcl-W, primary screen, biochemical, multiplexed, bead-based flow cytometry | Bcl-2-like protein 2 (Homo sapiens), Q92843 | Bim peptide-Bcl-W binding | inhibition, % at 10 µM | 190,000 compounds, 0.02% hits;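 further: 0% = bound tracer without compound and 100% = peptide blocker; higher means less fluorescent Bim peptide bound to Bcl-W beads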
Target sequence (Q92843 whole entry, looked up): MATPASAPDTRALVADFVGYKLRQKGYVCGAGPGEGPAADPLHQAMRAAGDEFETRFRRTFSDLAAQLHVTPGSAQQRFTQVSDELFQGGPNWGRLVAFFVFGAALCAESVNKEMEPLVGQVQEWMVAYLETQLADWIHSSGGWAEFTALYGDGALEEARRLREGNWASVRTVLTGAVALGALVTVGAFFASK
Bim-Bcl-2 – inhibitors of Bim-Bcl-2 binding, primary screen, biochemical, multiplexed, human Bcl-2 family; Bead-based flow cytometry, Bim peptide-Bcl-2 binding; inhibition, % at 10 µM; 190,000 compounds, 0.06% hits; in the data active means inhibition above about 40%; inconclusive means no clear call, values can overlap the other calls;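 further: 0% = no compound wells with probe peptide and 100% = reference peptide inhibitor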
Target sequence (P10415 whole entry, looked up): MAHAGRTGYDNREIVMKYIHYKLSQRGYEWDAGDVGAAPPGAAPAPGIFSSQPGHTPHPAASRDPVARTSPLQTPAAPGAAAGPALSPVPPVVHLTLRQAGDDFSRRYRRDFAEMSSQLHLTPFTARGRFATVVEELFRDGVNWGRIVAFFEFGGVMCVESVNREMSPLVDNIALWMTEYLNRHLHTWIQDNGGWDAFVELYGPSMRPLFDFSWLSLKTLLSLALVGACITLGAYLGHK
RGS8-Gao reg – RGS8-Galphao binding modulators, primary screen, biochemical, multiplexed bead flow cytometry | Guanine nucleotide-binding protein G(o) subunit alpha (Homo sapiens), P09471 | actives lie on both sides | response (percent of control binding), % at 10 µM | 220,000 compounds, 0.34% hits | AID 1423, 2008; in the data active means response below about 60% or above about 140%; inactive means in between;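 further: Galphao activated as the GDP aluminium fluoride complex binding bead-coupled RGS8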
Bim-Bfl-1 – inhibitors of Bim binding to Bfl-1, primary screen, biochemical, multiplexed, bead-based flow cytometry | 190,000 compounds, 0.12% hits | inhibition, % at 10 µM | Bcl-2-related protein A1 (Homo sapiens), Q16548 | Bim-Bfl-1 binding inhibition;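 further: 0% = wells without compound plus tracer and 100% = blocker peptide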
Mcl-1 Bim block – inhibitors of Bim peptide binding to Mcl-1, primary screen, biochemical, bead-based flow cytometry, multiplex; Induced myeloid leukemia cell differentiation protein Mcl-1 (Homo sapiens), Q07820; Bim peptide-Mcl-1 binding; inhibition, % at 10 µM; 190,000 compounds, 0.1% hits; AID 1009, 2008;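 further: 0% = no compound tracer wells and 100% = peptide blocker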
RGS7-Gao – RGS7-Galphao binding modulators, primary screen, biochemical, multiplexed bead flow cytometry. actives lie on both sides. binding response (% of control), % at 10 µM. 220,000 compounds, 0.35% hits. AID 1439, 2008; in the data active means binding response below about 49% or above about 150%; inconclusive means no clear call, values can overlap the other calls; inactive means in between;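 further: fluorescent Galphao held in activated GDP-AlF4 state binding bead-coupled RGS7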
RGS4-Gao reg – modulators of RGS4 binding to Galphao, primary screen, biochemical, multiplexed bead flow cytometry; Guanine nucleotide-binding protein G(o) subunit alpha (Homo sapiens), P09471; actives lie on both sides; binding response (% of control), % at 10 µM; 220,000 compounds, 0.33% hits; AID 1415, 2008; in the data active means binding response below about 49% or above about 150%; inactive means in between;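 further: fluorescent Galphao activated with aluminum fluoride binding bead-coupled RGS4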
ABCB1 block – ABCB1 efflux pump inhibitors, primary screen, cell-based, multiplex, flow cytometry, ABCG2 counter-screen; CCRF-Adr cells, JC-1 efflux; inhibition, % at 6.6 µM; 190,000 compounds, 0.067% hits; in the data active means inhibition above about 40%;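 further: 0% = vehicle and 100% = reference inhibitor; higher value means more JC-1 retained so stronger ABCB1 efflux block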
ABCG2 inh – ABCG2 efflux pump inhibitors, primary screen, multiplex with ABCB1, IgMXP3 cells, flow cytometry. Broad substrate specificity ATP-binding cassette transporter ABCG2 (Homo sapiens), Q9UNQ0. 190,000 compounds, 0.1% hits. JC-1 efflux. inhibition, % at 6.6 µM. AID 1325, 2008;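 active means inhibition above 80%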;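 further: 0% = DMSO and 100% = nicardipine control wells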
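Test system: ABCG2 IgMXP3 and barcoded ABCB1 CCRF-Adr cell mix; Schedule: cells with compound and JC-1, 10 min at 25 °C, rotating, no wash; Technique: flow cytometry of retained JC-1 fluorescence; Measure: % inhibition of efflux relative to nicardipine and DMSO; Controls: nicardipine high and DMSO low controls.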
Bim-Bcl-XL – inhibitors of Bim-Bcl-XL binding, primary screen, biochemical, multiplexed, bead flow cytometry, human Bcl-XL; Bim peptide-Bcl-XL binding, fluorescence; inhibition, % at 10 µM; 190,000 compounds, 0.04% hits
Target sequence (Q07817 whole entry, looked up): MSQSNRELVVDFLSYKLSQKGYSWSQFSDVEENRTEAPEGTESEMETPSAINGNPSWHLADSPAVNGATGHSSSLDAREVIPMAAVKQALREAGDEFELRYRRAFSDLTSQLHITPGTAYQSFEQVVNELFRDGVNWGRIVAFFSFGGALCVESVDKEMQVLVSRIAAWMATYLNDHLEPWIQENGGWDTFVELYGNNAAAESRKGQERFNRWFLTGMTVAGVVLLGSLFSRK
* marks the source's active call; other numbers are inactive results; ? = inconclusive; . = not tested or not shown. Unless noted, no stated cut-off is given here; in the data, active means inhibition above about 40%.

SMILES | Bcl-B Bim block | Bim-Bcl-W | Bim-Bcl-2 | RGS8-Gao reg | Bim-Bfl-1 | Mcl-1 Bim block | RGS7-Gao | RGS4-Gao reg | ABCB1 block | ABCG2 inh | Bim-Bcl-XL
COCc1nnc(NC(=O)CSCc2ccccc2)s1 | -4 | -6 | -4 | 98 | -1 | 0 | 100 | 100 | 0.6 | 2 | -8
CC(=O)c1ccc(O)c(CO)c1 | -7 | 0 | -6 | 102 | -11 | 0 | 97 | 96 | 0.2 | -1 | -7
COc1cccc(NC(=O)Cn2c3ccccc3c3nc4n(c(=O)c32)CCS4)c1 | -5 | 0 | 0 | 123 | 2 | 0 | 113 | 110 | 1.5 | 7 | -1
Cc1cc(=O)n2c(c1C#N)SC1CCCCC12O (stereo not drawn) | 3 | 5 | 3 | 131 | 1 | 1 | 109 | 110 | 0.2 | 2 | 0
CCc1ccc(OCc2n[nH]c(=S)n2C(C)CCCC(C)C)cc1 (stereo not drawn) | -4 | -1 | -4 | 99 | -4 | -2 | ? | 96 | 5.6 | 14 | -3
c1cc(CNc2ccc3c(c2)OCO3)ccn1 | -1 | 2 | -4 | 100 | 1 | -4 | 101 | 99 | 1.4 | 5 | 0
CNc1ccccc1C(=O)OCC(=O)c1ccc(F)cc1 | -5 | -2 | 4 | 99 | -3 | 0 | 104 | 99 | 15 | 9 | -3
CCOc1cc(N2CCOCC2)c(OCC)cc1NC(=O)COC(=O)[C@@H]1CCCN1S(=O)(=O)c1ccccc1F | -2 | 0 | 0 | 99 | -2 | -2 | 90 | 98 | 1.1 | 33 | -1
O=C(CSc1nnc(-c2ccco2)o1)c1ccc[nH]1 | -5 | -9 | -1 | 96 | -4 | -23 | 93 | 93 | 0.2 | 2 | -15
Cc1ccc(N(C(=O)C(F)(F)F)C(C(=O)NC2CCCCC2)c2cccs2)cc1 (stereo not drawn) | -6 | 0 | -11 | 105 | -14 | -1 | 103 | 106 | 0.6 | 8 | -11
CC(=O)Nc1nc2ccccc2n1Cc1ccc(C)cc1 | -3 | -3 | -2 | 99 | -2 | -3 | 99 | 98 | 0.2 | 0 | -1
COC(=O)/C(=C/c1ccco1)NC(=O)c1ccc(Br)o1 | -4 | -2 | -1 | 99 | -5 | -1 | ? | 100 | -0.8 | -2 | -6
CCOCC(=O)Nc1ccc([N+](=O)[O-])cc1OC | -3 | 0 | -1 | 101 | -3 | 0 | ? | 99 | 0.5 | 7 | -3
O=C(NC12CC3CC(CC(C3)C1)C2)N1CCC(O)(c2ccc3c(c2)OCO3)CC1 | -7 | 0 | -13 | 102 | -16 | 0 | 101 | 102 | 1.8 | 16 | -7
CCn1c(/N=C/c2c[nH]c3ccccc23)nc2ccccc21 | -3 | -5 | 0 | 100 | 0 | -3 | 103 | 103 | 1.4 | 6 | -4
Cn1cccc1C(=O)NC(=O)COC(=O)CC12CC3CC(CC(C3)C1)C2 | -8 | 0 | -8 | 100 | -16 | -1 | 102 | 100 | -0.2 | 34 | -7
Cn1c(Cc2ccccc2)nnc1SCC(=O)NC1CCCCC1 | 0 | 2 | -3 | 89 | 3 | 1 | 96 | 85 | 0.5 | 3 | -3
Cc1ccc(S(=O)(=O)NC(=O)N2CCC(C)CC2)cc1 | -1 | -2 | -4 | 121 | -3 | -3 | 106 | 109 | -0.3 | 0 | -2
O=C(O)C1CC=CCC1C(=O)NNc1ccccc1 (stereo not drawn) | -4 | 0 | -3 | 102 | -7 | -7 | 101 | 97 | 0.6 | 2 | -2
CCOc1ccc2oc(-c3ccccc3)c(C(=O)N3CCN(C)CC3)c2c1 | -2 | -3 | -2 | 100 | -2 | -3 | 96 | 99 | 1.0 | 5 | -3
O=C(Oc1ccc(Cl)c2cccnc12)N1CCCCCC1 | -4 | -2 | 5 | 103 | 0 | 0 | 104 | 105 | 0.4 | 2 | -4
CC(=NCCc1c(C)[nH]c2ccc(OC(F)(F)F)cc12)C1=C(O)CC(c2ccccc2)CC1=O (stereo not drawn) | -4 | 0 | 0 | 100 | 0 | 0 | 98 | 100 | 0.6 | 2 | -2
Cc1[nH]n(-c2ccccc2)c(=O)c1C(c1cccc([N+](=O)[O-])c1)c1c(C)[nH]n(-c2ccccc2)c1=O | -6 | -3 | -2 | 106 | -2 | -3 | 102 | 106 | -0.2 | -4 | -9
Cc1noc(C)c1C(=O)NCCC1=CCCCC1 | 0 | 0 | 0 | 97 | -1 | 0 | 94 | 98 | 0.2 | 2 | 0
Cc1cc([N+](=O)[O-])nn1CCCC(=O)NC(C)c1ccccc1 (stereo not drawn) | -4 | -2 | -2 | 102 | 0 | -2 | 99 | 100 | 0.6 | 8 | -4
NC(=O)c1ccc(NC(=O)COC(=O)/C=C/c2cn(-c3ccccc3)nc2-c2cccnc2)cc1 | -8 | -5 | -1 | 83 | -1 | -6 | 111 | 132 | -0.9 | -8 | -4
Nc1cc2c(cc1C(=O)c1cccc(Br)c1)OCCO2 | 0 | 0 | -4 | 106 | -2 | -5 | 103 | 104 | 0.2 | 2 | -6
COc1ccc(OCC(=O)OC(C)CN2CCOCC2)cc1 (stereo not drawn) | 0 | 8 | 5 | 94 | 2 | 0 | 95 | 90 | -1.1 | -1 | 1
CCCn1c(=N)c(C(=O)NCc2ccc3c(c2)OCO3)cc2c(=O)n3cccc(C)c3nc21 | 3 | 0 | 3 | 98 | 0 | 1 | 97 | 96 | 4.8 | 10 | 6
O=C(CSc1ccc(-c2ccco2)nn1)N1CCCCCC1 | 0 | 0 | -3 | 100 | -3 | 0 | ? | 100 | 0.0 | 1 | -1
COc1ccc(NC(=O)Cn2c3ccccc3c3nc4n(c(=O)c32)CCS4)cc1 | -3 | -5 | -2 | 103 | 0 | -21 | 105 | 103 | 0.3 | 1 | -13
Cn1c(/N=C/c2cc(Cl)ccc2O)nc2ccccc21 | 2 | 1 | 0 | 96 | 0 | 0 | 97 | 100 | 0.1 | 0 | -4
CC1(C)CC(=O)c2cc(OCC(=O)NCCN3CCCc4ccccc43)ccc2O1 | 2 | 0 | -1 | 102 | -4 | -1 | 100 | 101 | 0.8 | 2 | 3
COc1ccc(-c2cc(C(=O)Nc3cc(S(=O)(=O)N4CCOCC4)ccc3N3CCOCC3)c3ccccc3n2)cc1 | -5 | 1 | -2 | 98 | -5 | -1 | ? | 101 | 4.3 | 2 | -2
Cc1cc(C)nc(SC2c3cccc4cccc(c34)C2NS(=O)(=O)c2ccccc2)n1 (stereo not drawn) | -7 | -6 | -3 | 69 | 0 | -3 | 88 | 85 | 16 | 19 | -5
FC(F)(F)c1cccc(CN2CCC(c3cc(-c4cccs4)n[nH]3)CC2)c1 | -7 | -3 | -6 | 104 | -13 | -1 | 104 | 104 | 1.9 | 2 | -2
O=C(N/C(=C/C=C/c1ccccc1)C(=O)N1CCOCC1)c1ccccc1Cl | -3 | -2 | -1 | 101 | -2 | 0 | 99 | 99 | -0.3 | 2 | 0
C#CCNC(=O)C1=C[C@@H](C2CCCCC2)C[C@@H](OCc2ccc(CO)cc2)O1 | -3 | -5 | -5 | 101 | -2 | -3 | 94 | 97 | 1.1 | 6 | -4
N/C(=N\OC(=O)COc1ccc(Br)cc1Cl)c1ccncc1 | -5 | -4 | 0 | 97 | 0 | -3 | 95 | 97 | . | 21 | -2
COc1ccc(C2c3c(ncn(Cc4ccco4)c3=N)Oc3ccc4ccccc4c32)cc1 (stereo not drawn) | -29 | -11 | -6 | 100 | -13 | -6 | 100 | 101 | -0.3 | -1 | -14

Reformatted: 4 of the compounds above
SMILES,Bcl-B Bim block,Bim-Bcl-W,Bim-Bcl-2,RGS8-Gao reg,Bim-Bfl-1,Mcl-1 Bim block,RGS7-Gao,RGS4-Gao reg,ABCB1 block,ABCG2 inh,Bim-Bcl-XL
COc1ccc(NC(=O)Cn2c3ccccc3c3nc4n(c(=O)c32)CCS4)cc1,-3,-5,-2,103,0,-21,105,103,0.3,1,-13
Cn1c(/N=C/c2cc(Cl)ccc2O)nc2ccccc21,2,1,0,96,0,0,97,100,0.1,0,-4
CC1(C)CC(=O)c2cc(OCC(=O)NCCN3CCCc4ccccc43)ccc2O1,2,0,-1,102,-4,-1,100,101,0.8,2,3
COc1ccc(-c2cc(C(=O)Nc3cc(S(=O)(=O)N4CCOCC4)ccc3N3CCOCC3)c3ccccc3n2)cc1,-5,1,-2,98,-5,-1,?,101,4.3,2,-2

Remaining list, next part
SMILES | Bcl-B Bim block | Bim-Bcl-W | Bim-Bcl-2 | RGS8-Gao reg | Bim-Bfl-1 | Mcl-1 Bim block | RGS7-Gao | RGS4-Gao reg | ABCB1 block | ABCG2 inh | Bim-Bcl-XL
Cc1c(Cl)cnc(NC(=O)CSc2nnc(C)n2Cc2ccccc2)c1Cl | -7 | -2 | -4 | 99 | -5 | 0 | 100 | 100 | 1.5 | 5 | -3
CCNC(=S)N1CCCC(C(N)=O)C1 (stereo not drawn) | -9 | -2 | 4 | 103 | 2 | 2 | 102 | 101 | 0.0 | 1 | 0
CC(CNc1ccc([N+](=O)[O-])c2cccnc12)Nc1c([N+](=O)[O-])cc(C(F)(F)F)cc1[N+](=O)[O-] (stereo not drawn) | 0 | 3 | -6 | 114 | -9 | 2 | 114 | 113 | 2.8 | 23 | 1
Cc1ccc(C(=O)N2CCOCC2)cc1Cl | -2 | -1 | 1 | 96 | -1 | -6 | 132 | 107 | -0.3 | -1 | -10
COc1ccc(C(=O)Nc2c(C)ccc3nsnc23)cc1[N+](=O)[O-] | -4 | 0 | -9 | 104 | -16 | 0 | 99 | 103 | 1.7 | 15 | -5
COc1ccc(C(=O)CCNc2cccc(Cl)c2)cc1 | -6 | -4 | -3 | 98 | -3 | 1 | 101 | 100 | 0.1 | 16 | -7
CC(c1n[nH]c(=S)n1-c1ccccc1)N1CCCCC1 (stereo not drawn) | -15 | 1 | -1 | 104 | 2 | -1 | 104 | 100 | -0.3 | -1 | -2
O=C1SC(SCc2ccccc2)=N/C1=C\c1ccco1 | -8 | 1 | -9 | 100 | -15 | -1 | 100 | 99 | 0.2 | 0 | 0
COc1ccc(/C=C2\N=C(SC)N(C)C2=O)cc1 | 0 | 0 | -2 | 101 | -1 | -1 | 101 | 101 | 0.6 | 5 | 1
NNCCc1ccccc1 | -8 | -5 | -3 | 105 | 1 | -5 | 115 | 104 | 0.9 | 5 | -3
CCOC(=O)c1ccccc1NC(=O)COC(=O)C(CC(C)C)NC(N)=O (stereo not drawn) | -5 | 2 | 0 | 101 | -5 | -2 | 100 | 98 | -0.2 | 0 | -1
